High-throughput results from PubChem.
DT40 TDP1 no CPT = qHTS for Inhibitors of human tyrosyl-DNA phosphodiesterase 1 (TDP1): qHTS in cells in absence of CPT; DT40 Tdp1-/- hTDP1 cells, no CPT, ATP luminescence, 48 h; Potency, µM (titrated, usually from 46.2 µM), without a hit: at the top dose activity change, negative = growth inhibition, actives largely listed as inhibitors; 420,000 tested, 15% active; AID 686978, 2013; further: nearly all actives have a fitted effect of over 55% in size
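A cellular qHTS used chicken DT40 cells lacking endogenous Tdp1 but carrying stably transfected human TDP1. Compounds were applied without camptothecin, and cell growth kinetics were judged by ATP-dependent luminescence after ≥48 hr.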
TDP1 inh = inhibitors of human tyrosyl-DNA phosphodiesterase TDP1 | 350,000 tested, 0.28% active | Potency, µM (titrated, usually from 130 µM), for the others: at the highest dose activity change, negative = inhibition, hits mostly inhibitors | recombinant TDP1, AlphaScreen DNA substrate cleavage; further: nearly all actives have a fitted effect of over 40% in size
Target sequence (Q9NUW8 whole entry, looked up): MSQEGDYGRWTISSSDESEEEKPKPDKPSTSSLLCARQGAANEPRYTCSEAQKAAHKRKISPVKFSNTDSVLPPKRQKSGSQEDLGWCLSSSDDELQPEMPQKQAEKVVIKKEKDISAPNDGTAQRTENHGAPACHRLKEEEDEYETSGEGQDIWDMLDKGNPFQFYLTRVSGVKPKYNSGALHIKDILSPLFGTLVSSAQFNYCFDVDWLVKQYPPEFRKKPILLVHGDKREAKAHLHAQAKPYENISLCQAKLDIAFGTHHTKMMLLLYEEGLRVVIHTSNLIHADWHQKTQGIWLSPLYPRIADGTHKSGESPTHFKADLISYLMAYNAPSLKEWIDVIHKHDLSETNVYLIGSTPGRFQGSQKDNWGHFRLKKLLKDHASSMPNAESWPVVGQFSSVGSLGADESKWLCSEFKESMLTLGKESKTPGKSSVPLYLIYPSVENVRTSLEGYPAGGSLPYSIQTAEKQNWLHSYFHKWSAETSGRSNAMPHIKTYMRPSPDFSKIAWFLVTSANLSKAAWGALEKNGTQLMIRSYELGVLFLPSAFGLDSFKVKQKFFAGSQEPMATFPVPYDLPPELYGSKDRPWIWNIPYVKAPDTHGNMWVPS
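Compounds were preincubated with Tdp1 (1 nM final) for 15 min at room temperature before substrate (15 nM final) started a 5 min reaction; beads (10 ug/ml final) were then added for 10 min before AlphaScreen detection.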
KAT2A inh = inhibitors of human GCN5L2 histone acetyltransferase; GCN5L2 HAT assay, ThioGlo1 CoA-SH fluorescence; Potency, µM (series often up to 58.9 µM), for inactives: at the highest dose activity change, negative = inhibition, actives largely listed as inhibitors; 390,000 tested, 0.21% active; AID 504327; Q92830
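GCN5L2 (20nM final) in 50mM HEPES, 0.1mM EDTA pH 7.5, 0.01% Tween-20 was preincubated 15 min at room temperature with compound, then given ThioGlo1 (50uM), H3(1-25) peptide (75uM) and acetyl-CoA (70uM); CoA-thiol fluorescence (Ex340/Em540) was read at 0 and 20 min.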
* hit, by the source's call; ? = inconclusive; . = not tested or not shown; [ ] = remark or other dose. The call rests on the fitted dose curve; in most records, active means well fitted curve in the direction sought with a large enough effect; inconclusive means small, poorly fitted or top-dose-only effect, or another doubt; inactive means no such curve, though single readings can be large; an effect the other way counts as inactive or inconclusive. On the % scale 0 is the no-effect control and ±100 the full control effect; potency means the concentration at half of the fitted maximal effect. These rows are one share of the data (hit frequency here may not be typical).

SMILES	DT40 TDP1 no CPT	TDP1 inh	KAT2A inh
Cc1cnc(CNc2ncnc3ccc(-c4ccccc4Cl)cc23)cn1	?	.	-14%
O=C(OCC(=O)N1CCc2ccccc21)c1nc(Cl)ccc1Cl	-1%	2%	-4%
NC(=O)c1ccsc1NC(=O)COC(=O)/C=C/c1ccc([N+](=O)[O-])cc1	-16%	.	-6%
CCN(C(=O)c1cn(C)c(=O)c2cc(OC)c(OC)cc12)c1cc(C)ccc1C	?	7%	-5%
CCN(C(=O)CCS(=O)(=O)c1cc(Br)cc2c1N(C(=O)C1CC1)CC2)c1cccc(C)c1	-13%	0%	-3%
CCOC(=O)c1c(NC(=O)COc2ccc(C(C)(C)C)cc2)sc2c1CCCC2	?	0%[12.3 µM]	0%
CCC(=O)N1N=C(c2ccc(NS(C)(=O)=O)cc2)CC1c1ccc(C)cc1 (centres undefined)	-15%	0%	-7%
COc1cc(CN2CCN(Cc3ccc(C)cc3)C(CCO)C2)cc(OC)c1O (centres undefined)	?	7%	0%
COc1c(Cl)cc(Cl)cc1/C=C(\C#N)c1nc(-c2ccc(Cl)cc2)cs1	?	-1%[12.3 µM]	19%
COc1ccc(Cn2c(=O)c3[nH]cnc3n(-c3ccc(C)cc3)c2=O)cc1	?	6%	-2%
CCN(Cc1ccccc1)C(=O)CSc1nc(C)cc(C)c1C#N	?	0%	-2%
C=CCn1c(-c2cccc(OCC)c2)n[nH]c1=S	-8%	3%	3%
CCOC(=O)CSc1nnc(CSc2nc(C)cc(C)n2)n1Cc1ccco1	-21%	-2%	-11%
CCOc1ccc(-c2nc(SCC(=O)NCCOC)c(-c3ccc(OC)c(OC)c3)[nH]2)cc1	?	5%	-10%
CCC(C)c1ccc(NC(=S)NCc2cccs2)cc1 (centres undefined)	?	0%	8%
Cc1nc(N2CCCC2)c2c(C(=O)N3CCN(c4cccc(Cl)c4)CC3)c(C)oc2n1	?	0%	-14%
CCCc1nc2ccccc2c(NC(=O)CN(CC)CC)c1CC	-4%	8%	-4%
COc1ccc(C(=O)NC(=S)N(CCC(C)C)c2c(N)n(Cc3ccccc3)c(=O)[nH]c2=O)cc1	-15%	8%	14%
Cc1cccc(C)c1NC(=O)CCCSc1nnnn1C	-5%	0%	-1%
CCC(=O)c1cn(CC(=O)NCc2ccco2)c2ccccc12	-15%	8%	.
O=C(NC1CCCCC1)C(c1cccnc1)N(C(=O)c1csnn1)C1CCCC1 (centres undefined)	5%	0%	-3%
CC(C)(C)c1nnc(NC(=O)C2CCN(c3ncccn3)CC2)s1	-30%	2%	-4%
CCCCC(=O)Nc1nnc(-c2ccc(OC)cc2)s1	-21%	5%	-5%
CC1CCN(S(=O)(=O)c2cc3c4c(c2)CC(=O)N4CCC3)CC1	-28%	5%	-6%
O=C1C2C3C=CC(CO)(O3)C2C(=O)N1c1ccccc1-c1ccccc1 (centres undefined)	4.1µM*	10%	?

Given with bars between the fields: part of the list above.
structure | DT40 TDP1 no CPT | TDP1 inh | KAT2A inh
COc1c(Cl)cc(Cl)cc1/C=C(\C#N)c1nc(-c2ccc(Cl)cc2)cs1 | ? | -1%[12.3 µM] | 19%
COc1ccc(Cn2c(=O)c3[nH]cnc3n(-c3ccc(C)cc3)c2=O)cc1 | ? | 6% | -2%
CCN(Cc1ccccc1)C(=O)CSc1nc(C)cc(C)c1C#N | ? | 0% | -2%
C=CCn1c(-c2cccc(OCC)c2)n[nH]c1=S | -8% | 3% | 3%

The main list resumes; the 5 compounds before the break are reprinted first.
SMILES	DT40 TDP1 no CPT	TDP1 inh	KAT2A inh
O=C(NC1CCCCC1)C(c1cccnc1)N(C(=O)c1csnn1)C1CCCC1 (centres undefined)	5%	0%	-3%
CC(C)(C)c1nnc(NC(=O)C2CCN(c3ncccn3)CC2)s1	-30%	2%	-4%
CCCCC(=O)Nc1nnc(-c2ccc(OC)cc2)s1	-21%	5%	-5%
CC1CCN(S(=O)(=O)c2cc3c4c(c2)CC(=O)N4CCC3)CC1	-28%	5%	-6%
O=C1C2C3C=CC(CO)(O3)C2C(=O)N1c1ccccc1-c1ccccc1 (centres undefined)	4.1µM*	10%	?
NC(=O)c1ccc(NC(=O)C2CC2)cc1	19%	5%	-4%
CSc1nnc(NC(=O)c2ccc(S(=O)(=O)N(C)C)cc2)s1	1%	-2%	-12%
COc1ccc(NC(=O)N(C)C[C@H]2Oc3ccc(NC(=O)NC(C)C)cc3C(=O)N([C@H](C)CO)C[C@@H]2C)cc1	-17%	0%	-2%
COC(=O)C1=NNC2C(=O)N(c3ccc(C)cc3)C(=O)C12 (centres undefined)	6%	6%	-1%
NC(=O)c1ccc(NC(=O)COC(=O)c2n[nH]c3ccccc23)cc1	-2%	0%	0%
CN(C)c1ccc(-c2nc(-c3ccccn3)no2)cc1[N+](=O)[O-]	18µM*	0%	-8%
CCOC(=O)C1CCCN(C(=O)c2ccc3c(c2)N(Cc2cccc(Cl)c2)C(=O)c2ccccc2S3(=O)=O)C1 (centres undefined)	?	7%	-9%
CCOc1ccc(S(=O)(=O)n2ccnc2)c2ccccc12	1%	5%	-1%
O=C(C1=C[C@H](C2CCCCC2)C[C@H](OCc2ccc(CO)cc2)O1)N1CCN(Cc2ccc3c(c2)OCO3)CC1	?	6%	-11%
CCc1noc(C)c1C(=O)N(CC)CC(=O)Nc1ccccc1C(F)(F)F	-19%	.	1%
Cc1ccc(-c2nnc(N3CCN(C(=O)CSc4ncn[nH]4)CC3)c3ccccc23)cc1	?	7%	-14%
Cc1nn(-c2ccccc2)c(Cl)c1C(=O)Nc1nnc(C2CCCC2)s1	?	8%	-5%
CCC(Sc1nncn1C)C(=O)Nc1nnc(-c2ccccc2Cl)s1 (centres undefined)	10%	4%	-6%
CCN(C(=O)COC(=O)CSc1ccc([N+](=O)[O-])cc1)C1CCS(=O)(=O)C1 (centres undefined)	?	2%	-16%
COc1ccc(C(=O)CSc2nnc(-c3ccccn3)n2Cc2ccco2)cc1	?	10%	-6%
CCN(CC(=O)NCc1cccs1)C(=O)c1ccc(NS(=O)(=O)c2ccc(F)cc2)cc1	-28%	1%[0.505 µM]	0%
O=[N+]([O-])c1ccc2c(c1)N([O-])C1(CCCCC1)[N+]2=O	?	6%	-19%
O=c1c2c(nc3cc(-c4ccccc4)[nH]n13)CCC2	-5%	5%	-1%
CCOc1ccc(N2C(=O)c3ccccc3C2=O)cc1	1%	5%	3%
CCOC(=O)Cc1csc(NS(=O)(=O)c2cccc([N+](=O)[O-])c2)n1	18%	.	-7%
Cc1n[nH]c(=S)n(/N=C/c2ccccn2)c1=O	-28%	5%	1%
O=C(Nc1cccc(O)c1)C(Cc1ccccc1)N1C(=O)c2cccc3cccc(c23)C1=O (centres undefined)	-6%	-5%	-4%
CC(C)CNCC(=O)N1c2ccccc2Sc2ccccc21	?	-2%	-6%
CCN1C2=NCCCN2c2cc(C)c(C)cc21	?	2%	-3%
COCCn1c(N)c(N(Cc2ccccc2)C(=O)CSCC(=O)Nc2ccc(C)cc2)c(=O)[nH]c1=O	-2%	-1%	4%

The list goes on:
SMILES	DT40 TDP1 no CPT	TDP1 inh	KAT2A inh
Cc1cccc(C(=O)Nc2cc(-c3nc4cccnc4s3)ccc2C)c1	?	6%	1%
Cc1ccc(C)c(-c2csc(NC(=O)c3cnccn3)n2)c1	?	0%	-6%
O=Cc1ccccc1-c1cn(CCCOCc2ccccc2)nn1	?	.	3%
O=C(CN1CCCc2ccccc21)Nc1cc(S(=O)(=O)N2CCCC2)ccc1Cl	?	4%	-10%
COc1ccc(CSCC(=O)Nc2ccccc2SC)cc1	?	-3%	-3%
c1ccc2oc(-c3[nH]ncc3CN3CCSCC3)cc2c1	-27%	.	1%
CCCCCCCCCCN1CCOCCOCCN(CCCCCCCCCC)CCOCCOCC1	.	4%	5%
CCOc1ccccc1NC(=O)c1cccc(NC2=NC3CS(=O)(=O)CC3S2)c1 (centres undefined)	?	.	-17%
c1ccc(-c2nc3ccccc3c3nc4ccccc4n23)cc1	-5%	3%	-5%
CC(=O)c1ccc([N+](=O)[O-])c(CS(=O)(=O)c2ccccc2)c1	2%	.	6%
COc1ccc(-c2cc(C(=O)Nc3c(Cl)cc(Cl)cc3Cl)c3ccccc3n2)cc1OC	?	8%	-9%
Cc1ccc(NS(=O)(=O)c2ccc(C(=O)OCC(=O)NCC3CCCO3)cc2)cc1 (centres undefined)	-26%	0%	1%
Cc1ccc(C)c(NC(=O)[C@@H]2CCCN2S(=O)(=O)c2ccccc2F)c1	-25%	-1%	1%
Cc1nc2sc(C(c3ccco3)N3CCN(C(c4ccccc4)c4ccccc4)CC3)c(O)n2n1 (centres undefined)	18µM*	-7%	-17%
Cc1cccc(-n2c(C)nc3cc(C(=O)NCC4CCCO4)ccc32)c1 (centres undefined)	5%	2%	0%
COc1ccc(-c2cc(-c3ccc4c(c3)NC(=O)CO4)nc3c2COc2ccc(F)cc2-3)cc1	1.5µM*	-3%	5%
Cc1ccc(CCNC(=O)Cc2ccc(NC3=NC4CS(=O)(=O)CC4S3)cc2)cc1 (centres undefined)	7%	.	-1%
Cc1ccc(S(=O)(=O)N2C(=O)CCC2C(=O)N2CCCCC2)cc1 (centres undefined)	7%	4%	?
COc1ccc(N2CCN(CC(=O)c3c(C)n(C)c4ccc(OC)cc34)CC2)cc1	23µM*	.	2%
O=C(Nc1ccc(Br)cc1)c1cccc(-n2cnnn2)c1	-13%	1%	-2%
CCOc1ccc(CCNC(=O)c2cnc3c(-c4ccccc4)c(C)nn3c2C)cc1OCC	?	6%	-9%
CC(=O)NC1C(OC2OC(CC(O)C3OC([N+]4=CCC(=O)NC4=O)C(O)C3O)C(O)C(O)C2NC(=O)/C=C/CCCCCCCCC(C)C)OC(CO)C(O)C1O (centres undefined)	0.09µM*	13%	-8%
O=C(CSC1CC(=O)N(c2ccc(C(=O)O)cc2)C1=O)Nc1ccc(Cl)cc1 (centres undefined)	?	0%	-3%
COC(=O)C1CCN(C(=O)Cc2ccc(OC)c(OC)c2)CC1	?	0%	-3%
Cc1nc(CSc2nsc(/C=C/N(C)C)c2C#N)cs1	1%	9%	-20%

The results go on.
SMILES	DT40 TDP1 no CPT	TDP1 inh	KAT2A inh
CCOc1ccc(C2(C)CC(=O)N(C)C2=O)cc1 (centres undefined)	5%	3%	-6%
CCOC(=O)c1cccc(NC(=O)c2cccnc2)c1	?	4%	-5%
O=C(CSc1ccc(F)cc1)NC12CC3CC(CC(C3)C1)C2	?	0%	4%
Cc1occc1C(=O)N(C)Cc1nc(-c2ccc(Cl)cc2)no1	21µM*	.	3%
O=S(=O)(c1ccc(Br)s1)N1CCN(c2ccc(F)cc2)CC1	?	?	-5%
COC(=O)c1ccc(O)c(Sc2cc(C(=O)OC)ccc2O)c1	1%	5%	-25%
CCCCOC(=O)C(C)Nc1n[nH]c(=S)[nH]c1=O (centres undefined)	0%	-7%	-4%
CCOC(=O)C1CCN(C(=O)CCc2nnc3ccc(NCCCN4CCCC4=O)nn23)CC1	-19%	5%	-4%
COc1ccc(C(=O)N2CCC[C@@]3(CCN(Cc4cc(C(F)(F)F)cc(C(F)(F)F)c4)C3)C2)cc1	?	.	-15%
CNC(=O)c1ccccc1Nc1ccc(SC(F)F)cc1	?	.	-13%
CC1(C)CC(CC(=O)NNc2nc(-c3ccccc3)cs2)C(=O)O1 (centres undefined)	?	-5%	2%
COc1ccc(Cc2noc(CN(C)CCc3ccccc3)n2)cc1OC	?	7%	-1%
Cc1cc(OCC(=O)N2CCCC2)ccc1Cl	-18%	2%	-6%
COc1ccc(-c2nc(C)c(CCNC(=O)C(=O)Nc3cc(C)cc(C)c3)s2)cc1OC	.	7%	-1%
COc1ccc(C(=O)Nc2cc(Cl)ccc2OC(=O)c2ccc(OC)cc2)cc1	?	2%	-5%
CCCCn1c(O)c(N=Nc2ccccc2O)c2ccccc21	?	7%	-7%
Cn1c(CNc2cccc(Cl)c2)nnc1SCC#N	0%	1%	0%
CCN(CC(=O)NCc1cccs1)C(=O)c1cc(S(=O)(=O)N2CCCCC2)ccc1Cl	?	.	-1%
COc1cccc(NC=C2C(=O)OC(C)(C)OC2=O)c1	-4%	6%	-21%
Cc1[nH]c(=O)[nH]c1C(=O)CCCCC(=O)OCC(=O)Nc1ccccn1	14%	8%	-4%
c1ccc(Oc2ncnc3sccc23)cc1	-12%	-4%	-6%
Cc1cc(-c2ccc(C)c(S(=O)(=O)Nc3cccc(CN4CCCC4)c3)c2)on1	-13%	2%	-17%
CCOC(=O)c1cc2c(nc1NC(=S)NCc1ccccc1)CCCC2	-13%	-3%	47%[activator]

Copied from the results shown (2 entries):
SMILES	DT40 TDP1 no CPT	TDP1 inh	KAT2A inh
CCOc1ccc(C2(C)CC(=O)N(C)C2=O)cc1 (centres undefined)	5%	3%	-6%
CCOC(=O)c1cccc(NC(=O)c2cccnc2)c1	?	4%	-5%
